From PubChem BioAssay
Hsp90 Hop PPI – qHTS Assay for Disrupters of an Hsp90 Co-Chaperone Interaction | AlphaScreen TPR2A-His6 binding biotin-Hsp90 C-terminal peptide | Hsp90 C-terminal peptide / TPR2A (Hop) interaction, human | AID 595, 2007 | 0.44% of 71,000 active | Potency, µM (titrated, usually from 57 µM), inactives show at the highest dose activity change, negative = inhibition; active means well fitted curve in either direction with a large enough effect; inconclusive means small, poorly fitted or top-dose-only effect, or another doubt; further: potency means the concentration at half of the fitted maximal effect; on the % scale 0 is the no-effect control and ±100 the full control effect; many of its hits are not listed in these tables
USP2a inhib – qHTS Assay for Inhibitors of Ubiquitin-specific Protease USP2a. 0.1% of 60,000 active. USP2a enzymatic assay, qHTS inhibition. Potency, µM (top dose mostly 38.3 µM), for the others: at the highest dose activity change, negative = inhibition, actives largely listed as inhibitors;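 further: potency means the concentration at half of the fitted maximal effect; nearly all actives have a fitted effect of over 60% in size; plate controls were DMSO for no effect and NEM full inhibition control for full effect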
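USP2 core (20 nM final) was preincubated with compound for 30 min at RT in 20 mM Tris-HCl pH 8.0, 2 mM CaCl2, 2 mM beta-mercaptoethanol; Ub-PLA2 (20 nM) plus NBD C6-HPC (20 uM) then added, fluorescence read after 2.5 h.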
HBB splice mod – qHTS Assay for Modulators of Hemoglobin Beta Chain Splicing. Potency, µM (highest dose often 46.1 µM), without a hit: top-dose activation, hits mostly activators. HBB splicing reporter cell assay, activation; EGFP reporter with mutant IVS2-654 intron; response scale: normalised to 500 nM splice-correcting PNA. 0.06% of 65,000 active. AID 925, 2007; further: potency means the concentration at half of the fitted maximal effect; 0% is about no effect
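HeLa cells stably expressing EGFP interrupted by mutant beta-globin intron 2 (IVS2-654), 500/well in 2% FCS. Treated with compound for 2 days at 37C. Splicing correction scored as total well GFP intensity (488 nm excitation, 500-520 nm emission); 500 nM antisense PNA served as control.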
Pol III holo inh – qHTS Assay for Inhibitors of DNA Polymerase III Holoenzyme System. reconstituted DNA polymerase III holoenzyme replication, biochemical. Potency, µM (highest dose often 57.1 µM), for inactives: at the highest dose activity change, negative = inhibition. 0.25% of 71,000 active. AID 603, 2007; further: potency means the concentration at half of the fitted maximal effect; on the % scale 0 is the no-effect control and ±100 the full control effect
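Reconstituted *E. coli* holoenzyme (0.35 nM Pol III, 1 nM beta, 154 nM SSB, 2 nM primase) was preincubated with compound for 15 min at RT. Synthesis on 1.4 nM ssM13Gori ran 35 min, then was stopped with PicoGreen/EDTA and read as dsDNA fluorescence.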
HADH2 inhib – qHTS Assay for Inhibitors of HADH2 (Hydroxyacyl-Coenzyme A Dehydrogenase, Type II); 3-hydroxyacyl-CoA dehydrogenase type-2 (Homo sapiens), Q99714; recombinant HADH2, NADH fluorescence, beta-hydroxybutyryl-CoA; Potency, µM (top dose mostly 57.1 µM), for the others: top-dose activity change, negative = inhibition, usual class: inhibitors; 3.4% of 73,000 active; further: potency means the concentration at half of the fitted maximal effect; on the % scale 0 is the no-effect control and ±100 the full control effect; nearly all actives have a fitted effect of over 60% in size; many of its hits are not listed in these tables
Target sequence (Q99714 whole entry, looked up, one chain of several): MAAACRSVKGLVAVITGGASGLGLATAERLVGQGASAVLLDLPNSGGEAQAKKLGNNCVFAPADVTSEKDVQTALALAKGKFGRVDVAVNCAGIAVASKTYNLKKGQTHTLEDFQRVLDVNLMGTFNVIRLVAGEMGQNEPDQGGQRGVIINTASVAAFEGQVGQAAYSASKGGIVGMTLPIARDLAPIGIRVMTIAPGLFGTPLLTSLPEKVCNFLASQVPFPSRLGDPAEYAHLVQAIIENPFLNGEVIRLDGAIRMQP
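20 nM HADH2 + cpd, 15 min RT; add 1 mM NAD+/90 uM beta-hydroxybutyryl-CoA; kinetic fluorescence 360/450 nm, 4 min. Tris-HCl pH 9.0, 0.01% Tween-20.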
15-hLO inh – qHTS Assay for Inhibitors of 15-hLO (15-human lipoxygenase) | purified 15hLO-1, xylenol orange hydroperoxide absorbance | Potency, µM (series often up to 57.1 µM), for inactives: top-dose activity change, negative = inhibition, most hits filed as inhibitors | 1.4% of 74,000 active; further: potency means the concentration at half of the fitted maximal effect; on the % scale 0 is the no-effect control and ±100 the full control effect; nearly all actives have a fitted effect of over 55% in size
Target sequence (P16050 whole entry, looked up): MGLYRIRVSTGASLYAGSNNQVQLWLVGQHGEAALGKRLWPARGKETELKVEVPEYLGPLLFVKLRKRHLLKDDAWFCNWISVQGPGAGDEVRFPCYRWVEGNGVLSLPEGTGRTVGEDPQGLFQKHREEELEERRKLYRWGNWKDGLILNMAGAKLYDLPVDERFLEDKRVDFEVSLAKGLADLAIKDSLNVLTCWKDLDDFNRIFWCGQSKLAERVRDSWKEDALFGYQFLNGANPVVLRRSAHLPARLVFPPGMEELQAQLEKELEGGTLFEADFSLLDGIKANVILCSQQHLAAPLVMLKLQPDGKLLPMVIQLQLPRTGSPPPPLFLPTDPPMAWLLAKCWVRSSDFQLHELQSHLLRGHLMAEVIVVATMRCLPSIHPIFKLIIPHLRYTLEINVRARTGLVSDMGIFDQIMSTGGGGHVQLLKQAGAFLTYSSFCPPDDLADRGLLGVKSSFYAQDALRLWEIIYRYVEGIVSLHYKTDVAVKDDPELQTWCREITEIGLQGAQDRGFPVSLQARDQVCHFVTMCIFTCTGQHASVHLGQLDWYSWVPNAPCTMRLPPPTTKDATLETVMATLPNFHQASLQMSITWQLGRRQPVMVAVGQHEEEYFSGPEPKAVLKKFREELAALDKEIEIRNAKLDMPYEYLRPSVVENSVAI
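Hydroperoxide formed from arachidonic acid (50 uM) by purified human 15hLO-1 (40 nM) oxidizes ferrous iron, and the ferric-xylenol orange complex is read at 573 versus 405 nm. Compounds were preincubated 15 min; reaction ran 6 min at room temperature.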
CRE Fsk mod – Cell signaling CRE-BLA (Fsk stim). CHO CRE-bla reporter (cAMP response element driving beta-lactamase), forskolin EC10, beta-lactamase ratio. Potency, µM (top dose mostly 38.2 µM), for the others: at the highest dose activity change, negative = inhibition, most hits filed as activators. 2.5% of 71,000 active. AID 662, 2007; active means well fitted activation curve with a large enough effect in the signal ratio, with a control signal flat, not every such curve was filed as active; inconclusive means small, poorly fitted or top-dose-only effect, or effect the other way, or a change in a side signal; the % refers to the signal ratio; further: potency means the concentration at half of the fitted maximal effect; % of control where 0% means no effect
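Titrated compounds plus EC10 NKH 477 on CHO CRE-bla cells, 3 h, 37 °C. CCF4, 2 h RT. Ratio 460/530 nm → AC50.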
BRCT inh green – qHTS Assay for Inhibitors of BRCT-Phosphoprotein Interaction (Green Fluorophore); 0.05% of 75,000 active; BRCA1 BRCT-phosphopeptide binding, green fluorescence polarization; Potency, µM (top dose mostly 76.9 µM), without a hit: top-dose activity change, negative = inhibition, hits mostly inhibitors; Breast cancer type 1 susceptibility protein (Homo sapiens), P38398;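 further: potency means the concentration at half of the fitted maximal effect; plate controls were peptide without protein for full effect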
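Fluorescence polarization: His-tagged BRCT (~35 kDa BRCA1 C-terminus, 250 nM) bound to 100 nM fluorescein-labeled phosphorylated 10-aa BACH1 peptide, pH 7.3 phosphate buffer with DTT and Tween 20. Compounds incubated 12 min at room temperature; inhibition read as lowered polarization.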
BRCT inh red – qHTS Assay for Inhibitors of BRCT-Phosphoprotein Interaction (Red Fluorophore) | Breast cancer type 1 susceptibility protein (Homo sapiens), P38398 | 0.03% of 75,000 active | Potency, µM (highest dose often 76.9 µM), without a hit: at the highest dose activity change, negative = inhibition, most hits filed as inhibitors | BRCT-phosphopeptide binding, red fluorescence polarization | AID 892, 2007; further: on the % scale 0 is the no-effect control and ±100 the full control effect
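Rhodamine-labelled pBACH1 10-mer (100 nM) bound to BRCT domain (100 nM) at pH 7.3; compounds incubated 12 min room temperature, polarization read. Free peptide defines full inhibition; unlabelled decapeptide titrated as control.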
GFP derepression – qHTS Assay for Epigenetic Modulators | mouse C127i GFP locus derepression, cytometry, 30 h | Potency, µM (series often up to 46.1 µM), for the others: at the highest dose GFP derepression (activation) | 0.09% of 68,000 active | AID 597, 2007; further: % of control where 0% means no effect
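Murine C127i mammary cells carrying a silenced, stably integrated CMV-driven GFP reporter were treated with compound for 30 hours at 37 C. After PBS washes, GFP-positive cells were counted by laser-scanning microplate cytometry.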
UbGFP stabilizer – Ubiquitin-GFP Assay. 67,000 tested, under 10 active. Potency, µM (titrated, usually from 45.9 µM), without a hit: at the highest dose activation (GFP accumulation), actives largely listed as activators. Ubiquitin-GFP reporter cells, proteasome inhibition, GFP fluorescence; response scale: untreated = 0%, 10 µM MG-132 = 100%; active means well fitted activation curve with a large enough effect, not every such curve was filed as active; inconclusive means small, poorly fitted or top-dose-only effect, or another doubt; inactive means no such curve, though single readings can be large or run the other way; further: potency means the concentration at half of the fitted maximal effect
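Proteasome blockade was scored as a rise in GFP-expressing U2OS cells carrying a ubiquitin(G76V)-GFP construct, imaged after 4 hr compound treatment at 37 °C across a 46 uM–2.9 nM series.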
The depositor's hits bear a star; ? = inconclusive; nt = no result given; [ ] = dose if it differs, or a comment. Unless noted, the call rests on the fitted dose curve; in most records, active means well fitted curve in the direction sought with a large enough effect; inconclusive means small, poorly fitted or top-dose-only effect, or another doubt; inactive means no such curve, though single readings can be large; an effect the other way counts as inactive or inconclusive.

SMILES	Hsp90 Hop PPI	USP2a inhib	HBB splice mod	Pol III holo inh	HADH2 inhib	15-hLO inh	CRE Fsk mod	BRCT inh green	BRCT inh red	GFP derepression	UbGFP stabilizer
COc1cc(C2c3c(oc4c(C)cc(C)cc4c3=O)C(=O)N2Cc2cccnc2)ccc1O (configuration not stated)	2%	33%[activator]	1.4%[57.5 µM]	-7%	2%	6%	?	-0.3%	1.7%	4%	-2%
Clc1ccc(-c2ccc(-c3nn4c(-c5ccco5)nnc4s3)o2)cc1	-17%	36%[activator]	0.0%	-11%	?	16µM*	?	-2.2%	-8.2%	-3%	1%
Oc1ccccc1/C=N/c1c(-c2ccco2)nc2ccccn12	-22%	12%	-2.5%	-1%	113%[activator]	26%	14%	-2.8%	-3.3%	-4%	-6%
Cc1cc(SCC(=O)c2ccc(Br)cc2)cc(C)[o+]1	-1%[11 µM]	nt	3.9%[9.22 µM]	-9%[11.4 µM]	-28%[11.4 µM]	0%[11.4 µM]	-3%[7.6 µM]	1.2%[15.4 µM]	0.3%[15.4 µM]	3%[9.22 µM]	-1%[9.17 µM]
CC(C)Cn1cc(C(=O)N2CCN(c3ccccn3)CC2)c2c3ccccc3n(C)c2c1=O	-9%	24%	0.8%	0%	?	-18%	?	-3.1%	-2.0%	3%	1%
Cc1ccc(C)c(N2CCN(CC(=O)Nc3ccc4[nH]c(=O)[nH]c4c3)CC2)c1	-5%	nt	-0.4%	1%	18%	1%	0%	0.3%	1.4%	2%	0%
Cc1ccc(N2CCN(S(=O)(=O)c3ccc(F)cc3)CC2)c(C)c1	19%	nt	-0.9%	-3%	-1%	0%	?	1.3%	-1.5%	nt	-7%
CCCCC(=O)Nc1cccc(-c2nc3ncccc3o2)c1	-6%	5%	0.0%[0.369 µM]	-6%	?	4%	19%	-2.0%	-2.4%	0%	-3%
COc1ccc(CNC(=O)NCc2ccc(OC)c(OC)c2)cc1OC	1%	-1%	2.8%	-10%	6%	-10%	-1%	-0.7%	-0.3%	1%	-12%
O=C(NCc1ccccn1)c1cc2n(n1)C(C(F)(F)F)CC(c1ccco1)N2 (configuration not stated)	-3%	0%	-0.6%	6%	5%	5%	-12%	-0.5%	0.3%	-3%	-4%
CO[C@@H]1COC(=O)[C@H](CCSC)NC(=O)C/C=C\[C@@H](C)COC(=O)[C@@H]2CCCN2C(=O)C/C=C\[C@H]1C	nt	nt	-0.3%[9.22 µM]	nt	8%[11.4 µM]	4%[11.4 µM]	nt	-0.9%[15.4 µM]	1.0%[15.4 µM]	nt	nt
CC(C)(C)NC(=O)C(c1ccccc1)N(Cc1ccco1)C(=O)c1csnn1 (configuration not stated)	-2%	nt	-0.3%[57.5 µM]	-2%	-3%	10%	-4%	-2.0%	0.3%	-2%	-3%
COc1ccc(CN2CCN(C(=O)c3cc(OC)c(OC)c(OC)c3)CC2)cc1OC	-6%	5%	0.1%	-2%	2%	-24%	1%	0.9%	3.0%	0%	6%
CN(C)c1ccc(C(=O)OCC(=O)Nc2ccc(S(N)(=O)=O)cc2)cc1	-2%	?	0.1%[57.5 µM]	-26%	-15%	-19%	3%	-2.5%	-9.1%	1%	0%
O=C(O)[C@@H](Cc1c[nH]c2ccccc12)C(=O)NO	-3%[11 µM]	nt	2.2%[9.22 µM]	-2%[11.4 µM]	5%[11.4 µM]	0%[11.4 µM]	-17%[7.6 µM]	-0.2%[15.4 µM]	-1.0%[15.4 µM]	8%[9.22 µM]	0%[9.17 µM]
COc1ccccc1/C=C/C1=CC2(C)CC1(C)C(c1ccccc1OC)CC2=O (configuration not stated)	nt	nt	-0.4%[9.22 µM]	nt	-2%[11.4 µM]	-2%[11.4 µM]	nt	0.5%[15.4 µM]	-0.4%[15.4 µM]	nt	nt
CC(C)Oc1cccc(C(=O)Nc2ccccc2N2CCOCC2)c1	3%	2%	nt	0%	19%	6%	?	-2.7%	-0.3%	-1%	4%
CC(=O)N1c2c(cc(Br)cc2S(=O)(=O)NCc2cccnc2)CC1C (configuration not stated)	0%	4%	-1.8%	-2%	1%	5%	2%	-2.0%	-0.7%	8%	-3%
CC(=O)N=C1SC2CS(=O)(=O)CC2N1c1cccc(Cl)c1Cl (configuration not stated)	-4%	2%	9.4%[0.369 µM]	-1%	5%	4%	-5%	0.7%	1.8%	4%	-3%
CCCCOc1ccc(-c2nnn(C(C)C(=O)OCC)n2)cc1 (configuration not stated)	?	-14%	nt	-4%	-3%	4%	7%	0.8%	-0.4%	0%	-3%
COc1ccc(Cc2nc(-c3ccc(Br)o3)no2)cc1OC	-2%[2.3 µM]	nt	-0.3%	11%	-26%	-14%	?	-0.5%	0.1%	nt	-6%
CC(c1ccco1)N(C(=O)Nc1ccc(Cl)cc1)c1ccccn1 (configuration not stated)	2%	2%	-0.4%[57.5 µM]	3%	-4%	1%	-10%	-0.4%	2.3%	0%	4%
Cc1cccc(C(=O)NC2CC(C)(C)NC(C)(C)C2)c1	0%	-5%	-2.4%	-3%	-1%	5%	-6%	-2.4%	-0.2%	-4%	-3%
CCCc1cc(=O)[nH]c(SCC(=O)c2c(N)n(C)c(=O)n(C)c2=O)n1	-1%	0%	-1.3%	-6%	8%	0%	-8%	-0.5%	0.3%	0%	-1%
O=C(OCc1cccc2ccccc12)c1ccc2c(=O)[nH]c(CN3CCOCC3)nc2c1	-2%	43%[activator]	-0.2%[57.5 µM]	-4%	30%[activator]	10%	10%	-0.9%	0.0%	1%	-3%
CCN(CC)CC(C)CNC(=O)CC(C(=O)N1CCc2ccccc21)n1ccnc1 (configuration not stated)	-1%	-7%	3.4%[57.5 µM]	-3%	1%	14%	7%	-2.8%	-0.5%	0%	3%
CCOC(=O)C1=C(C)N=C2SCCC(=O)N2C1c1sccc1C (configuration not stated)	-5%	4%	-1.4%[57.5 µM]	1%	4%	3%	9%	-0.4%	-0.1%	-2%	7%
Cc1ccc(Cl)cc1N1CCN(C(=O)COc2ccc(S(=O)(=O)NC(C)C)cc2)CC1	-4%	nt	0.8%	4%	0%	-14%	8%	-1.9%	1.2%	-1%	3%
CCN(CC)S(=O)(=O)c1ccc(C(=O)N2CCN=C2SC)cc1	0%	nt	1.2%	0%	13%	-1%	11%	0.1%	-0.8%	0%	1%

5 structures already listed, sorted by number of heavy atoms, descending:
SMILES	Hsp90 Hop PPI	USP2a inhib	HBB splice mod	Pol III holo inh	HADH2 inhib	15-hLO inh	CRE Fsk mod	BRCT inh green	BRCT inh red	GFP derepression	UbGFP stabilizer
Cc1ccc(Cl)cc1N1CCN(C(=O)COc2ccc(S(=O)(=O)NC(C)C)cc2)CC1	-4%	nt	0.8%	4%	0%	-14%	8%	-1.9%	1.2%	-1%	3%
COc1ccccc1/C=C/C1=CC2(C)CC1(C)C(c1ccccc1OC)CC2=O (configuration not stated)	nt	nt	-0.4%[9.22 µM]	nt	-2%[11.4 µM]	-2%[11.4 µM]	nt	0.5%[15.4 µM]	-0.4%[15.4 µM]	nt	nt
CC(C)Oc1cccc(C(=O)Nc2ccccc2N2CCOCC2)c1	3%	2%	nt	0%	19%	6%	?	-2.7%	-0.3%	-1%	4%
CCN(CC)S(=O)(=O)c1ccc(C(=O)N2CCN=C2SC)cc1	0%	nt	1.2%	0%	13%	-1%	11%	0.1%	-0.8%	0%	1%
Cc1cccc(C(=O)NC2CC(C)(C)NC(C)(C)C2)c1	0%	-5%	-2.4%	-3%	-1%	5%	-6%	-2.4%	-0.2%	-4%	-3%

These rows are one share of the data; count on the stated rates, not on these rows.
